MBD2 inh – blocks human MBD2 binding to methylated DNA; Q9UBB5; TR-FRET, MBD2 binding to methylated oligonucleotide; inhibition, % at 4.4 µM; hit rate 0.31% among 370,000; AID 686964; in the data active = inhibition above about 13%
Target sequence (Q9UBB5 whole entry, looked up): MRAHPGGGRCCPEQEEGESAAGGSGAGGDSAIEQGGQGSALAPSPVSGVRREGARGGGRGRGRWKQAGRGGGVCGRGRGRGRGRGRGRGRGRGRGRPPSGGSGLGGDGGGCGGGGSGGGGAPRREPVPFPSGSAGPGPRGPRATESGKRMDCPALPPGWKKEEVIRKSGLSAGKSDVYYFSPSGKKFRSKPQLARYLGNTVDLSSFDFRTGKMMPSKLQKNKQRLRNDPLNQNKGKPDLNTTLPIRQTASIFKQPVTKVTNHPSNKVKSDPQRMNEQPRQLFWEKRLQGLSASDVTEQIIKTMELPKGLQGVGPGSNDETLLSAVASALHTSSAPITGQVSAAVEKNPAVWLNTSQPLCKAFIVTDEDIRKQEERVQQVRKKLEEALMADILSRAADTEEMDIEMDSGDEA
ssDAF-12 act – activators of S. stercoralis DAF-12 nuclear receptor. hit rate 1% among 370,000. HEK293 ssDAF-12/GRIP1 lit1-tk-luc reporter, luminescence; % of 3 µM dafachronic acid response. AID 652126. activation, % at 6.8 µM;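 active = activation above the mean over all tested compounds plus 3 SD, cut at about 0.9% in these data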;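 note: 0% = DMSO-only wells and 100% = 3 µM delta7-dafachronic acid wells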
PLCb3 inh – PLC-beta3 (human) inhibition, primary screen | Purified PLC-beta3, fluorogenic substrate, fluorescence | inhibition, % at 12.2 µM | hit rate 0.18% among 370,000 | AID 720704; in the data active = inhibition above about 11%;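 note: 0% = median of compound wells on plate and 100% = full blocker control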
DAX1 inh-1 – blocks DAX1 repression of SF-1 activated StAR promoter | hit rate 1.1% among 370,000 | inhibition, % at 6.8 µM | AID 652010 | HEK293T StAR-luciferase reporter, SF-1/DAX-1 repression relief;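 active = inhibition above the mean over all tested compounds plus 3 SD, cut at about 3.6% in these data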;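 note: 0% = DAX-1 cells with DMSO and 100% = cells lacking DAX-1 with DMSO; higher inhibition means more luminescence from relief of DAX-1 repression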
hcDAF-12 act – H. contortus DAF-12 activation, primary screen; HEK293 hcDAF-12 lit1-tk-luc reporter, luminescence; 0% DMSO, 100% Δ7-dafachronic acid; activation, % at 6.8 µM; hit rate 1.4% among 370,000; AID 652067;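 active = activation above the mean of all tested compounds plus 3 SD, cut at about 5.5% in these data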;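 note: 100% = response to 3 µM Δ7-dafachronic acid high control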
hgDAF12 agonist – agonists of H. glycines DAF-12 nuclear receptor. activation, % at 6.8 µM. hit rate 1.8% among 370,000. HEK293 GAL4-hgDAF12 UAS-luciferase reporter, agonist luminescence; normalized to butyrate control. AID 687014;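 active = activation above a cutoff set at the mean of all screened compounds plus 3 SD, cut at about 10% in these data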;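 note: 0% = DMSO wells and 100% = sodium butyrate wells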
Rev-erbA mod – Rev-erb alpha (human) modulation; P20393; activity, % at 10 µM; hit rate 0.79% among 370,000; AID 1259318; Rev-erbα–FITC-DNA binding, fluorescence polarization, 90 min;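 active = activity above about 14%, limit read from the data; passing the limit was not always enough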;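 note: 0% = DMSO wells with 35 nM protein and 100% = DMSO wells with 750 nM protein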
PLC-gamma1 inh – inhibitors of human phospholipase C gamma1; inhibition, % at 12.2 µM; hit rate 0.84% among 370,000; purified PLC-gamma1, fluorogenic substrate, fluorescence; in the data active = inhibition above about 9.5%
SMARCA2 act – SMARCA2 function activation, primary screen. MG213 cells, MMTV-luciferase reporter, dexamethasone, overnight. activation, % at 9.1 µM. hit rate 1% among 370,000. AID 652017; in the data active = activation above about 7.8%;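 note: 0% = vehicle wells and 100% = reference activator wells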
DAX1 inh-2 – inhibitors of human orphan nuclear receptor DAX1 (NR0B1). HEK293 Gal4-DAX1 luciferase reporter, luminescence. inhibition, % at 6.75 µM. hit rate 0.99% among 340,000. P51843. AID 504766;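 active = inhibition above the mean over all tested compounds plus 3 SD, cut at about 4.2% in these data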;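 note: 0% = DAX1-transfected cells with DMSO and 100% = empty-vector control cells with DMSO; inhibition shows as a rise in luminescence from relieved DAX1 repression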
ADAM17 inh – inhibitors of human ADAM17. inhibition, % at 6.95 µM. P78536. recombinant ADAM17, EDANS/DABCYL FRET peptide cleavage. hit rate 0.83% among 370,000. AID 720648;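 active = inhibition above the mean of compounds lying between control limits plus 3 SD, set per campaign, cut at about 8.5% in these data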;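 note: 0% = DMSO-only wells as the low control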
Target sequence (P78536 215-824 limits assumed): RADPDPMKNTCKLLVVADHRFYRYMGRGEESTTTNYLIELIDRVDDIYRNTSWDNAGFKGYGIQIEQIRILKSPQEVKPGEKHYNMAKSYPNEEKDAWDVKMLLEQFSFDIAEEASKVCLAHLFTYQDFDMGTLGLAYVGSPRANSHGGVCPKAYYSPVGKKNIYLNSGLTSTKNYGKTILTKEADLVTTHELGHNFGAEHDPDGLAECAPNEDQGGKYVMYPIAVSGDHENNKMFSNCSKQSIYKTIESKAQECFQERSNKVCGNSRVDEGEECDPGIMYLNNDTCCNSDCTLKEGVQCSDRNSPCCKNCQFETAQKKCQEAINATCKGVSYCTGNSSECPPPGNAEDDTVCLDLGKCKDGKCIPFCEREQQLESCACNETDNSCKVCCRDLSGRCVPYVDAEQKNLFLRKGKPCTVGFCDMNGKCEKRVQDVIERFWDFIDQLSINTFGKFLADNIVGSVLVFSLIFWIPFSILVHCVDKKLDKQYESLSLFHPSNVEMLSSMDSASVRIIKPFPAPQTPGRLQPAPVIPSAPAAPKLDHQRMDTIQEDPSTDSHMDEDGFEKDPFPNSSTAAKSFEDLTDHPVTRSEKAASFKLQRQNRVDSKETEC
* = called active by the depositor; i = inactive; nt = no result given; & = joins results of further samples. Only part of the results is shown; the hit share may differ from the screen's.

SMILES	MBD2 inh	ssDAF-12 act	PLCb3 inh	DAX1 inh-1	hcDAF-12 act	hgDAF12 agonist	Rev-erbA mod	PLC-gamma1 inh	SMARCA2 act	DAX1 inh-2	ADAM17 inh
Cc1nn(Cc2ccccc2)c(C)c1C(=O)O	2	-0.8	2	0.2	-1.6	0.2	-7	1	-1	1.8	-22
COC(=O)C1=C(c2ccc(OCc3ccccc3)cc2)C[C@@H]2CC[C@H]1N2C	3	-0.8	4	-1.0	-2.7	-5.5	3	4	-5	-0.3	-4
CSc1nc(N2CCN(C)CC2)c2ccccc2n1	-2	-0.3	-18	0.3	1.6	0.1	-1	-5	-3	-0.4	-13
NC(Cc1ccc(F)cc1)c1csc(Nc2ccccn2)n1 (stereo not drawn)	3	-0.4	0	-0.1	0.0	4.8	2	0	-1	nt	-6
COc1ccc(Nc2ncc(C(=O)N3CCC4(CC3)OCCO4)c3ccccc23)cc1	4	-0.3	-15	-0.3	-1.0	-0.2	2	-14	1	0.2	-4
CCOC(=O)C1(CCc2ccccc2)CCN(Cc2ccc(NC(C)=O)cc2)CC1	-2	-0.1	-5	-0.1	-0.2	-2.2	10	3	-1	0.3	0
Cc1ccc(-c2nc3ccccc3c(=O)n2-c2ccncc2)cc1	6	-1.0	-6	-0.3	-1.8	0.9	-4	-4	5	-0.1	2
CCC(C)NC(=O)c1c(N)n(CC2CCCO2)c2nc3ccccc3nc12 (stereo not drawn)	4	-1.7	i	-1.8	-2.1	-4.4	2	i	-4	-0.2	i
CC(=O)NC1CC2CCC(C1)N2 (stereo not drawn)	4	-0.7	0	0.0	1.4	-0.6	3	-1	-4	0.5	-3
CCOP(=O)(OCC)C(NC(=O)c1ccc(Cl)cc1)=C(Cl)Cl	11	-0.8	3	-0.6	-1.1	-1.3	-4	5	-3	0.2	-6
CCS(=O)(=O)NC(C)c1nnc2n1-c1ccc(Br)cc1C(c1ccccc1Cl)=NC2 (stereo not drawn)	2	-1.1	-5	-0.4	-0.4	-1.5	2	2	-2	nt	-5
CC(=Nc1ccccc1N)c1c(O)n(C)c(=O)[nH]c1=O	-1	1.8*	-29	1.8	7.7*	10	-2	-24	6	3.2	-9
CCCCN1C(=O)C(C2c3ccccc3C(=O)N2Cc2ccccc2)C(=O)NC1=S (stereo not drawn)	-2	-1.1	-6	0.2	0.0	4.5	4	-6	0	-1.7	2
Cc1ccc(C(=O)c2cc(Br)ccc2N)cc1	-3	0.7	-5	1.0	5.0	2.8	7	-2	6	1.2	5
C/C(=N\N1CCCCCC1)c1c(O)n(C2CCCCC2)c(=O)[nH]c1=O	-6	-1.3	-7	-0.2	-1.4	-0.7	4	-3	2	-1.3	-1
C=C1C(=O)C(C)=C2C(=O)N3Cc4[nH]c5ccccc5c4CC3(C(=O)OC)C12 (stereo not drawn)	-6	-1.6	-6	-1.3	0.0	-1.9	-5	-2	9.2*	nt	-2
CC1CCCC(NC(=O)CNC(=S)N2CC3CC(C2)c2cccc(=O)n2C3)C1C (stereo not drawn)	0	-1.1	-2	0.5	-1.0	0.4	-3	1	1	0.6	-3
O=C(CN1C2CCC1CC(O)(c1cccnc1)C2)Nc1ccc2c(c1)OCO2 (stereo not drawn)	0	-1.2	1	0.4	1.2	-1.5	6	5	-4	0.0	3
Cc1nccn1Cc1ccc(Cl)nc1	0	-1.9	-4	0.3	-0.8	1.0	-3	2	-2	0.6	-7
Cc1ccc2c(c1)C(c1ccccc1)=NCC(=O)N2C	-2	-1.0	-9	0.4	0.1	-4.4	1	1	-2	1.2	-5
Cc1ccc(CCN2CC(C(=O)N3CCC4(CC3)OCCO4)CC2=O)cc1 (stereo not drawn)	-5	-1.1	-2	-0.7	-1.4	-1.9	0	1	1	-0.2	-1
O=C(CN1CC=C(c2ccccc2)CC1)Nc1c(Cl)cccc1Cl	0	-1.8	-2	-0.8	-4.2	-2.7	1	-6	-3	-1.9	-3
C=C1C(=O)O[C@@H]2C[C@@H](C)[C@@H]3C=CC(=O)[C@@]3(C)[C@@H](OC(=O)CC(=O)O[C@H]3[C@@H]4C(=C)C(=O)O[C@@H]4C[C@@H](C)[C@@H]4C=CC(=O)[C@]43C)[C@H]12	1	-3.2	2	-2.9	-7.5	-14	-12	5	-8	-6.2	3
COc1cc2nc(N3CCN(C(=O)[C@@H]4CCCO4)CC3)nc(N)c2cc1OC	2	-0.9	-107	0.3	-0.5	0.3	2	-78	4	-1.5	-406
O=C1NC(=O)C2(Cc3c(nc4ccccn4c3=O)N3CCCCCC32)C(=O)N1Cc1ccccc1 (stereo not drawn)	3	-1.3	-37	-0.3	-0.9	-0.2	3	-23	-4	-0.8	-7
N#Cc1ccccc1OCC(=O)N1CCN(CC(=O)Nc2ccc(F)cc2)CC1	2	-0.3	-3	-0.5	4.0	-0.8	-2	-5	-2	-0.1	-7
O=C(CN1CCN(CCO)CC1)Nc1ccc(Cl)cc1C(=O)c1ccccc1	-2	-1.6	-2	-0.1	-2.1	-1.0	3	-3	-2	-0.2	-4
O=c1[nH]c2ccccc2n1C1CCN(C(c2ccccc2OC(F)(F)F)c2nnnn2-c2ccc3c(c2)OCCO3)CC1 (stereo not drawn)	5	-2.1	-4	-6.0	-4.1	-8.7	11	-2	-7	nt	15*
CC(=O)C1C(N2CC2)CC2C3CC=C4CC(O)CCC4(C)C3CCC21C (stereo not drawn)	3	-1.6	6	-1.4	-2.3	-1.7	2	4	-4	-1.9	1
CC(=O)CC(C)(C)n1c[n+](C)nn1	2	-1.9	-5	0.8	-1.6	4.6	-6	-1	-1	0.3	-5

A few values from the results shown.
Reading for CC1CCCC(NC(=O)CNC(=S)N2CC3CC(C2)c2cccc(=O)n2C3)C1C (stereo not drawn) under ADAM17 inh: -3
Reading for C=C1C(=O)O[C@@H]2C[C@@H](C)[C@@H]3C=CC(=O)[C@@]3(C)[C@@H](OC(=O)CC(=O)O[C@H]3[C@@H]4C(=C)C(=O)O[C@@H]4C[C@@H](C)[C@@H]4C=CC(=O)[C@]43C)[C@H]12 under hcDAF-12 act: -7.5

Additional entries
SMILES	MBD2 inh	ssDAF-12 act	PLCb3 inh	DAX1 inh-1	hcDAF-12 act	hgDAF12 agonist	Rev-erbA mod	PLC-gamma1 inh	SMARCA2 act	DAX1 inh-2	ADAM17 inh
CCn1c(O)c(/C=N/NC(=O)c2ccncc2)c(=O)[nH]c1=S	0	-1.1	-120	-0.5	-0.4	0.0	-1	-124	0	2.0	-14
COc1ccc(-n2nnnc2C(C2CC2)N2CCC(n3c(=O)[nH]c4ccccc43)CC2)cc1 (stereo not drawn)	-1	-1.6	2	-2.4	-2.7	-3.8	2	3	2	nt	4
CCN1C[C@]2(CO)CC[C@H](OC)[C@@]34C5C[C@H]6[C@H](OC)C5[C@](O)(C[C@H]6OC)[C@@H](C(OC)C23)[C@@H]14 (stereo partly drawn)	0	-0.9	4	-0.4	1.0	1.3	-6	3	0	1.5	-1
CC1(CCl)CN1S(=O)(=O)c1ccccc1 (stereo not drawn)	-1	-1.2	-5	-0.2	-1.2	3.2	-3	1	0	0.8	-5
COc1ccc(C(SCC(NC(=O)OCc2ccccc2)C(=O)O)c2ccc(OC)cc2)cc1 (stereo not drawn)	-3	-0.8	-6	-0.7	0.6	-1.0	5	-1	2	0.9	-3
O=C(O)c1cc(Oc2ccc(C(F)(F)F)cc2Cl)ccc1[N+](=O)[O-]	4	-0.8	-1	-0.2	0.6	0.8	0	-2	-2	0.8	-1
CC1=C(N2CC2)C(=O)C(CO)=C(N2CC2)C1=O	-18	-1.6	-4	-4.9	-2.2	-6.4	-1	-3	-8	-3.5	-4
NC(Cc1ccc(F)cc1)c1csc(Nc2cnccn2)n1 (stereo not drawn)	2	-0.8	-3	-0.2	0.5	-0.1	-1	0	-3	nt	-6
COC(=O)C1=C(c2cccc(C#N)c2)C[C@@H]2CC[C@H]1N2C(=O)NCc1cccc2ccccc12	4	-1.2	1	-0.8	-2.0	0.6	-4	-4	-2	-0.7	-2
CCOC(=O)/C(CCCN(CC)CC)=N\O	0	-1.1	2	0.0	-0.5	-0.3	0	2	-1	-0.1	-1
CCOc1ccc(-c2c(C)n(-c3ccc(OCC)cc3)c3[n+]2CCCCC3)cc1	-4	-3.3	-4	-2.5	-7.4	-13	-2	3	-9	-8.7	0
COc1cc(Cn2c(N)c(C(=O)NCc3ccco3)c3nc4ccccc4nc32)cc(OC)c1OC	3	-0.6	-34	-0.3	-1.7	0.2	6	-24	-4	2.1	-15
O=C(c1cccnc1)N1Cc2ccccc2-n2nncc2C1	3	-0.6	5	0.8	2.5	2.4	-3	3	-3	0.2	3
CNC(=O)OCCc1n(C)cc[n+]1C	-1	-0.9	3	0.1	0.6	0.1	-2	3	-1	1.4	-3
C=Cn1c(P(=S)(N2CCOCC2)N2CCOCC2)cc2c1CCCC2	1	-1.4	-7	0.2	-1.2	1.5	-1	-3	-2	-1.7	-3
CCCCc1nc2ccccc2c(=O)n1-c1ccccc1[N+](=O)[O-]	-1	-1.0	1	-0.4	-0.6	0.7	-5	0	0	2.0	-1
CNC(=O)Oc1cccc2c1OC(C)(C)O2	3	-0.8	-2	-1.1	-0.2	-1.1	3	-1	-3	1.9	-8
ClC(Cl)=C(c1ccc(Cl)cc1)c1ccc(Cl)cc1	3	-1.5	4	0.1	-0.8	5.2	1	0	-3	0.3	2
CC(=O)C1=C(C)OC2=C(C(=O)CCC2)[C@@]12C(=O)N(C)c1ccccc12	2	-1.0	2	-0.6	-0.7	0.5	7	1	-2	nt	-1
COc1ccc(C2=NCC(=S)Nc3ccc(Cl)cc32)cc1OC	3	-1.5	-7	-0.2	-1.6	-4.1	4	-4	-3	0.9	-5
c1ccc(Nc2ccc(Nc3ccccc3)cc2)cc1	-6	-0.4	-7	-2.5	-1.9	1.5	-1	-5	-1	-0.2	-2
COc1cccc(-c2ccc3c(c2)C2c4cnnn4-c4ccccc4C(=O)N2CC3)c1 (stereo not drawn)	2	-0.6	3	1.1	-2.3	2.2	1	0	0	nt	-6
COc1ccccc1C1=NCc2nnc(CSC)n2-c2ccc(Cl)cc21	2	-0.4	-7	0.2	0.7	0.5	-5	0	5	-1.1	-4
Cc1ccsc1-c1nc(CSCC(=O)N2CCC3(CC2)OCCO3)c(C)o1	-1	-1.5	-13	-0.1	-0.8	-0.9	0	-8	-3	0.8	-20
O=C(Nc1ccc(OC(=O)N2CCCC2)cc1)N1CCOCC1	-2	-1.8	0	-0.2	0.0	-2.7	0	0	0	0.4	-5
CC(C)c1cccc(C(C)C)c1O	1	-0.6	3	0.3	-0.9	2.5	-2	4	-5	0.4	0
Cc1cccc2nc(-c3ccccc3)c(-c3ccc(CN4CCC(n5c(=O)[nH]c6cc(Cl)ccc65)CC4)cc3)nc12	5	-0.9	-25	-0.5	-0.8	-1.4	-7	-17	0	nt	-16
COc1ccccc1CN1CCN(C(=O)COc2cccc(C)c2)CC1	-2	-1.1	5	0.1	-1.5	1.1	-3	1	2	-0.1	-2
CCCN(CCC)CCc1c[nH]c2ccccc12	2	-0.6	1	-0.5	0.5	-1.7	7	4	7	nt	2
COP(=S)(OC)Oc1ccc(SC)c(C)c1	1	-0.8	-4	1.2	-0.2	3.6	-13&5	0	6	1.2	-2
COc1ccc(CCNC(=O)c2c(N)n(CCN3CCOCC3)c3nc4ccccc4nc23)cc1OC	-2	-2.0	-200	0.5	-1.7	-1.2	-2	-132	-3	-0.3	-26

Screens as filed in PubChem.
